rTrxR1 inhibitor: rat TrxR1 inhibition; recombinant rTrxR1, NADPH fluorescence consumption, selenite substrate; Potency, µM (top dose mostly 114 µM), for inactives: at the highest dose activity change, negative = inhibition, hits mostly inhibitors; hit rate 1% among 390,000; AID 588453; also: potency is read from the fitted curve at half-maximal effect; % is scaled to controls: 0 for no effect and ±100 for the full control effect; nearly all actives have a fitted effect of over 65% in size
Target sequence (O89049 whole entry, looked up): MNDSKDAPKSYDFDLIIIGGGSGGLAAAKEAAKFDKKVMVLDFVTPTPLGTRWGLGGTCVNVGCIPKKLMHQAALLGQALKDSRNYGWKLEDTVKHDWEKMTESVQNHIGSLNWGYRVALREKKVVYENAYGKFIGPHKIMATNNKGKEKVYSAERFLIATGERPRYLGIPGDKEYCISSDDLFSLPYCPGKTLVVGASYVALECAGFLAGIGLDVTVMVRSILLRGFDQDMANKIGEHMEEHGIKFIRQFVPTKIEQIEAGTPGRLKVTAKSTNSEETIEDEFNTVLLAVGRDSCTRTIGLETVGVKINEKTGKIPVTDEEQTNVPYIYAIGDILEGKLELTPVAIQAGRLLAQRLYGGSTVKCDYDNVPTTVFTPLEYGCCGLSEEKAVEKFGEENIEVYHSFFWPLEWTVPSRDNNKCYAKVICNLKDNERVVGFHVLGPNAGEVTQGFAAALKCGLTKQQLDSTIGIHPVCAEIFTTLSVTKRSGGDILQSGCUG
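Rat TrxR1 (90 nM in the dispensed reagent) was pre-reduced with 400 uM NADPH for 5 min at room temperature, then incubated with compound for 15 min. After 400 uM selenite was added, NADPH fluorescence (Ex 340/Em 450 nm) was followed for 8 min.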
Vif-A3G inh: inhibitors of Vif-APOBEC3G interaction; Potency, µM (titrated, usually from 46.1 µM), without a hit: at the top dose activity, negative = active, most hits filed as inhibitors; Q9HC16; HeLa A3G-eYFP + Vif (tagged APOBEC3G with the HIV-1 protein that degrades it), YFP fluorescence, overnight; hit rate 0.076% among 410,000;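 also: potency is read from the fitted curve at half-maximal effect; % is scaled to controls: 0 for no effect and ±100 for the full control effect; nearly all actives have a fitted effect of over 60% in size; hits raise eYFP signal because A3G escapes Vif-driven loss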
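HeLa cells stably expressing Vif and C-terminally eYFP-tagged A3G, seeded overnight at 37 deg C, then exposed to compound by pintool overnight at 37 deg C. Rise in yellow fluorescence (Ex 488/Em 500-530, Acumen) marks blocked Vif-driven A3G degradation.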
IDH1 R132H inh: inhibitors of human mutant IDH1 R132H | IDH1-R132H enzyme, NADPH consumption, diaphorase/resazurin fluorescence | Potency, µM (highest dose often 76.6 µM), for the others: top-dose activity change, negative = inhibition, usual class: inhibitors | hit rate 0.093% among 390,000 | AID 602179; also: potency is read from the fitted curve at half-maximal effect; % is scaled to controls: 0 for no effect and ±100 for the full control effect; nearly all actives have a fitted effect of over 65% in size
Target sequence (O75874 whole entry R132H, stated change not applied): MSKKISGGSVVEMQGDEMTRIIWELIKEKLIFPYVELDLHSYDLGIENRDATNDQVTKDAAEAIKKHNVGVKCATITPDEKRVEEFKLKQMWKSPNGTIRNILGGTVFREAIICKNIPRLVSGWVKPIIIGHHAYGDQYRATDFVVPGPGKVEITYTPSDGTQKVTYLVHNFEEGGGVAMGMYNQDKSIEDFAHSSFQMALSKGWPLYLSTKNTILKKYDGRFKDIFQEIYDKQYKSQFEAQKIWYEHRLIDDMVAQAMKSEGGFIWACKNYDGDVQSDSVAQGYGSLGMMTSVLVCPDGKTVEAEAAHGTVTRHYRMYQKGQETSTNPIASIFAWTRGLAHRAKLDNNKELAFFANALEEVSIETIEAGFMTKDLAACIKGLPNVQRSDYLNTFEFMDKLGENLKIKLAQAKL
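IDH1-R132H (0.5 ug/mL dispensed) in pH 7.5 Tris buffer was preincubated 30 min with compound, then given a substrate mix of 0.016 mM NADPH and 2 mM alpha-KG for 80 min at room temperature; remaining NADPH was read by diaphorase/resazurin fluorescence.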
TrxR1 substrate: substrates of rat thioredoxin reductase 1. O89049. purified TrxR1 substrate turnover, NADPH consumption readout. Potency, µM (highest dose often 114 µM), for inactives: top-dose activity change, negative = substrate turnover. hit rate 0.01% among 390,000; also: potency is read from the fitted curve at half-maximal effect; % is scaled to controls: 0 for no effect and ±100 for the full control effect; nearly all actives have a fitted effect of over 50% in size
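Rat TrxR1, dispensed at 90 nM, was prereduced with 400 uM NADPH (final) for 5 min at ~22 deg C, then incubated with compound 15 min before 400 uM selenite. A first-read NADPH fluorescence drop versus no-compound background flagged substrates.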
Vif-APOBEC3F blk: Vif-A3F binding inhibition | HeLa A3F-eYFP + Vif (tagged APOBEC3F with the HIV-1 protein that degrades it), YFP fluorescence increase | AID 602313 | hit rate 0.2% among 390,000 | Potency, µM (series often up to 46.1 µM), inactives show at the top dose activity, negative = active; also: potency is read from the fitted curve at half-maximal effect; % of control where 0% means no effect; nearly all actives have a fitted effect of over 65% in size
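Fluorescence increase (Ex 488/Em 500-530) after overnight compound treatment at 37 deg C flags inhibition of Vif-driven A3F-eYFP loss in stable HeLa A3F-eYFP/Vif cells seeded overnight beforehand.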
LDHA inh: blocks human lactate dehydrogenase A | purified LDHA, NADH/diaphorase-resazurin fluorescence; hits give low values | activity change, % (values are at about 110 or 230 µM) | hit rate 0.15% among 480,000 | AID 1347041; in the data active = activity change below about -30%; inconclusive = mostly about -25% to -30%;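 also: plate controls were DMSO wells for no effect and wells without enzyme for full effect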
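Resorufin fluorescence (ex540/em590), read at 0 and 20 min after diaphorase/resazurin addition, reports the NADH left after a 5 min room-temperature reaction of 2 nM human LDH5 with 0.06 mM NADH and 0.2 mM pyruvate.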
RGS4 inh: blocks human RGS4-accelerated GTP hydrolysis. P49798. Transcreener GDP fluorescence polarization, RGS4-accelerated GTP hydrolysis. Potency, µM (top dose mostly 114 µM), inactives show at the top dose activity change, negative = inhibition, hits mostly inhibitors. hit rate 0.039% among 390,000. AID 504845; also: potency is read from the fitted curve at half-maximal effect; % is scaled to controls: 0 for no effect and ±100 for the full control effect; nearly all actives have a fitted effect of over 75% in size; some results filed as inactive show a strong effect at the top dose
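MLSMR compounds (23 nl, pin-transferred) preincubated 10 min at room temperature with a 500nM (2x) first reagent, then RGS4 at 900nM (2x) plus Transcreener GDP mix added; fluorescence polarization (620/688 nm) read before and after 90 min at 30 °C.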
USP1 inh: blocks the human USP1/UAF1 deubiquitinase complex; O94782; recombinant USP1/UAF1, Ub-Rhodamine cleavage fluorescence; Potency, µM (highest dose often 57.1 µM), inactives show top-dose activity change, negative = inhibition, actives largely listed as inhibitors; hit rate 0.23% among 390,000; AID 743255; also: potency is read from the fitted curve at half-maximal effect; % is scaled to controls: 0 for no effect and ±100 for the full control effect; nearly all actives have a fitted effect of over 60% in size; inactives centre near -12
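USP1/UAF1 complex (1 nM) preincubated 15 min at room temperature with compound, then Ub-Rho substrate (150 nM final) added. Kinetic fluorescence at 480/540 nm over 6 reads at 60 s intervals; 50 mM HEPES pH 7.8, 0.5 mM EDTA, 0.1 mg/ml BSA, 1 mM TCEP, 0.01% Tween-20.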
Glioma ERSR ind: induces the endoplasmic reticulum stress response in human glioma cells; U87-MG GRP78 promoter luciferase reporter, 16 h; Potency, µM, for the others: at the highest dose activation, usual class: activators; hit rate 0.02% among 420,000; AID 602332; also: potency is read from the fitted curve at half-maximal effect; series mostly up to about 76 µM; % of control where 0% means no effect; nearly all actives have a fitted effect of over 35% in size
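ERSR induction read as luciferase luminescence (Bright-Glo, 10 min at room temperature) in stably transfected human U87-MG glioma cells exposed to compounds for 16 h, using GRP78 as sensor.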
Numbers without * were called inactive; ? = inconclusive; & = joins results of further samples; [ ] = dose if it differs, or a comment. Unless noted, calls follow the shape of the dose curve; as a rule, active = well fitted curve in the direction sought with a large enough effect; inconclusive = small, poorly fitted or top-dose-only effect, or another doubt; inactive = no such curve, though single readings can be large; an effect the other way counts as inactive or inconclusive. Some of the compounds tested (hit frequency here may not be typical).

Values run as follows: rTrxR1 inhibitor, RGS4 inh, Glioma ERSR ind, TrxR1 substrate, LDHA inh, IDH1 R132H inh, Vif-A3G inh, Vif-APOBEC3F blk, USP1 inh
> COc1ccc2c(C)c(CC(=O)N3C[C@H]4C[C@@H](C3)c3cccc(=O)n3C4)c(=O)oc2c1C
  -29%, 30%, -3%, 263%[activator], 0, -7%, 3%, 3%, 11%
> CC(NC1CCCCC1)C(O)C12CC3CC(CC(C3)C1)C2 (stereo unspecified)
  22%, -3%, -2%, 10%, -2, 2%, 1%, -9%, -16%
> CN1C(=O)N(C)C(=O)C(CCc2ccncc2)(Cc2ccc3c(c2)OCO3)C1=O
  -17%, 9%, -2%, 6%, -2, 4%, 0%, -6%, -2%
> COc1ccc(N2C(=O)CC(=O)NC2=O)cc1
  -23%, -19%, -6%, 2%, -1, 9%, 5%, 4%, -4%
> Cc1cc(C)cc(NC(=O)CCNC(=O)N2C[C@H]3C[C@@H](C2)c2cccc(=O)n2C3)c1
  9%, -2%, -2%, -1%, -12, -7%, 1%, -1%, -5%
> O=C(Nc1cccc(Cl)c1)c1c(O)c2c(n(Cc3ccco3)c1=O)CCCC2
  15%, 3%, 0%, 12%, -6, 1%, 0%, -5%, -27%
> O=C(CCC(=O)N1CCC2(CC1)OCCO2)Nc1nnc(C(F)(F)F)s1
  9%, -10%, -4%, 9%, 1, 0%, 0%, 5%, 1%
> CCOc1ccc(NC(=O)CCNC(=O)N2C[C@H]3C[C@@H](C2)c2cccc(=O)n2C3)cc1
  4%, 4%, 3%, -2%, -7, 13%, 4%, 5%, 3%
> CN(C)C1(CNC(=O)c2ccc(Cl)c(S(=O)(=O)NCc3ccco3)c2)CCCCC1
  6%[57.1 µM], 7%, -6%, 3%[57.1 µM], -6, 0%, 0%, -1%, -8%
> O=C(Cn1c(NCCCl)nc2ccccc21)c1ccc(Br)cc1
  7%, 9%, -2%, -7%, 1, -4%, 1%, 2%, -11%
> COC(=O)C1=C(c2cccc(C#N)c2)C[C@@H]2CC[C@H]1N2C(=O)NCCCOC(C)C
  20%[57.1 µM], 19%, -1%, 10%[57.1 µM], -7, -9%, 2%, -1%, -5%
> COC(=O)C1=C(c2ccc(S(C)(=O)=O)cc2)C[C@@H]2CC[C@H]1N2C(=O)NCc1ccc(C(F)(F)F)cc1
  21%[57.1 µM], 12%, 7%, 9%[57.1 µM], -8, -2%, 1%, 4%, -7%
> C=CC[C@@H](C)CC(=O)C(CCCN=[N+]=[N-])SOOc1ccccc1 (stereo partly specified)
  6%, -9%, -2%, -9%, 0, -9%, -7%, 0%, ?
> CCc1nn(CC(=O)N2CCC3(CC2)OCCO3)c(=O)c2cc3ccccc3n12
  29%, -13%[56.9 µM], -5%, 23%, 0, -7%, 0%, 3%, -21%
> COc1cc(OC)c(C=O)c(OC(=O)N(C)C)c1
  11%, -21%, 1%, -4%[0.0914 µM], 0, 0%, -5%, 3%, -9%
> CC1CC(C)OP(=O)(OCCC#N)O1 (stereo unspecified)
  17%, 12%, -5%, 2%, -4, 3%, 1%, -9%, 2%
> Cc1ccc(C(c2nnnn2Cc2ccccc2)N2CC=C(c3ccc(F)cc3)CC2)cc1 (stereo unspecified)
  9%, 12%, 0%, 6%, -1, 6%, 0%, -4%, ?
> CCN(CC)C(=O)c1ccc2c(c1)C1C(Cl)C(Sc3ccccc3[N+](=O)[O-])CC1C(C(=O)O)N2 (stereo unspecified)
  50µM*, -44%[11.4 µM], -4%, 4%, 2, -3%, -3%, 2%, ?
> CCOC(=O)C1=C(N)OC2=C(C(=O)CCC2)[C@]12C(=O)N(CC(N)=O)c1ccccc12
  21%, 22%, -1%, 2%, -2, 2%, 4%, 1%, -11%
> COc1ccc(CN2CCN(c3ccccc3F)CC2)cc1O
  9%, 2%, -3%, 3%, -12, 7%, 0%, 1%, -20%
> CCN(CC)c1ccc(N=Cc2c(O)n(-c3ccccc3)c(=O)[nH]c2=O)cc1
  -9%, -16%, 2%, -9%, 5, 7%, -4%, -25%, ?
> COc1ccc(Nc2nc3ccc(C)cc3cc2C#N)c(OC)c1
  4%, -7%, 3%, -3%, 15, 5%, -27%, ?, -22%
> O=C1C=C(NS(=O)(=O)c2ccccc2)C(=O)c2ccccc21
  -8%[57.1 µM], 9%, -1%, -8%[57.1 µM], 26, 5%, -10%, 8%, ?
> CCC(C)(C)NC(=O)C(NS(=O)(=O)c1cccs1)c1ccccc1 (stereo unspecified)
  9%, 17%&-8%, 1%&-4%, -4%, -2&-4, -8%&0%, -5%&-3%, -1%&-1%, 0%&-8%
> O=C(COc1ccccc1Cl)N1CCN(CCc2ccncc2)CC1
  ?, 1%, -4%, 6%, 5, 8%, 6%, -4%, -19%
> O=C(Nc1nccs1)c1c(O)c2c(n(Cc3ccco3)c1=O)CCCC2
  ?, -1%, -1%, -2%, -1, 3%, 0%, 0%, -7%
> COc1cc(C[C@@H](C)N)c(OC)cc1I
  16%[57.1 µM], 2%, -3%, 2%, -7, 3%, 1%, -5%, ?
> COc1ccccc1NS(=O)(=O)c1cc(NC(=O)c2ccc(Cl)nc2)ccc1N1CCCC1
  -16%, ?, -6%, -6%, 4, 2%, 0%, 10%, -22%
> COC(=O)C1=C(c2cccc(OC)c2OC)C[C@@H]2CC[C@H]1N2C(=O)NCC1CC1
  2%, 9%, -1%, -1%, -3, 27%, 0%, 3%, -18%
> N#CC(C#N)=C(N)c1cccnc1
  -1%[57.1 µM], 2%, -4%, -3%[57.1 µM], -3, 0%, -1%, -17%, -5%
> Cc1cccc(-n2c(/C=C/c3c[nH]c4ccccc34)nc3ccccc3c2=O)c1
  -6%, -9%, -3%, -7%, 0, 0%, -3%, -24%, ?
> Cc1cccc(N2C(=O)NC(=O)C3(Cc4cc(C)ccc4N(C)C3)C2=O)c1 (stereo unspecified)
  ?, -5%[11.4 µM], -1%, 3%[11.4 µM], 4, 4%, -8%, 0%, -15%
> Cc1nn(Cc2ccccc2)c(C)c1C(=O)OCC(=O)Nc1cc(S(C)(=O)=O)ccc1Cl
  14%[57.1 µM], 19%, -3%, 2%[57.1 µM], -4, -2%, -2%, 4%, -27%
> Clc1ccccc1N1CCN(Cc2ccc3c(c2)OCO3)CC1
  22%, 14%, -2%, 2%, -14, -6%, 6%, -5%, -25%
> C[C@]1(O)CCC2C3CC[C@H]4C[C@@H](OC(=O)CNC(=O)CN)CC[C@]4(C)C3CC[C@@]21C (stereo partly specified)
  7%, 2%, -4%, 0%, -2, -1%, -1%, 0%, ?
> O=C(Cn1cnc2sc3c(c2c1=O)CCCC3)NCCC(=O)N1CCC2(CC1)OCCO2
  -12%[57.1 µM], 24%, -3%, 1%[57.1 µM], 5&-3, -3%, 0%, -4%, 1%
> COCCOC(=O)c1c(N)n(Cc2ccc(OC)cc2)c2nc3ccccc3nc12
  15%[57.1 µM], -19%[11.4 µM], -4%, 108%[activator][57.1 µM], 8, 3%, -3%, 0%, -13%
> COc1ccc2c3c1OC1C(=O)CC[C@@]4(O)[C@@H](C2)N(CC2CC2)CC[C@]314 (stereo partly specified)
  223%[activator], 14%, -4%, 421%[activator], -1, -20%, 1%, 3%, -15%
> O=[N+]([O-])c1cc(-n2cnnn2)c(O)c([N+](=O)[O-])c1
  -3%, 22%[11.4 µM], -1%, -20%, -9, -20%, 0%, 1%, -2%
> CCN(CC)c1nc(N)nc(NS(=O)(=O)c2ccc(Cl)cc2)n1
  -14%, 45%, -3%, -3%, -7, 30%[activator], 1%, -5%, -11%

Entries of single compounds as entered above. Screens in order: rTrxR1 inhibitor, RGS4 inh, Glioma ERSR ind, TrxR1 substrate, LDHA inh, IDH1 R132H inh, Vif-A3G inh, Vif-APOBEC3F blk, USP1 inh
COc1ccc2c3c1OC1C(=O)CC[C@@]4(O)[C@@H](C2)N(CC2CC2)CC[C@]314 (stereo partly specified) is entered as 223%[activator], 14%, -4%, 421%[activator], -1, -20%, 1%, 3%, -15%
CCC(C)(C)NC(=O)C(NS(=O)(=O)c1cccs1)c1ccccc1 (stereo unspecified) is entered as 9%, 17%&-8%, 1%&-4%, -4%, -2&-4, -8%&0%, -5%&-3%, -1%&-1%, 0%&-8%
CC(NC1CCCCC1)C(O)C12CC3CC(CC(C3)C1)C2 (stereo unspecified) is entered as 22%, -3%, -2%, 10%, -2, 2%, 1%, -9%, -16%
Cc1cc(C)cc(NC(=O)CCNC(=O)N2C[C@H]3C[C@@H](C2)c2cccc(=O)n2C3)c1 is entered as 9%, -2%, -2%, -1%, -12, -7%, 1%, -1%, -5%
Cc1ccc(C(c2nnnn2Cc2ccccc2)N2CC=C(c3ccc(F)cc3)CC2)cc1 (stereo unspecified) is entered as 9%, 12%, 0%, 6%, -1, 6%, 0%, -4%, ?
